Screening data deposited in PubChem by Sanford-Burnham Center for Chemical Genomics.
mouse EphA4 binding: EphA4 ligand-binding antagonists – biochemical, colorimetric, mouse EphA4, primary screen (AID 689) | one-dose inhibition, % at 10 µM; IC50 in µM for titrated hits | EphA4-AP binding to KYL peptide, pNPP A405; higher % means a stronger effect | hit rate 0.1% among 62,000; in the data active means a potency from the dose series; inactive means the rest, 99 in 100 with inhibition below about 22%
Active calls of the source: *; & = joins results of further samples. Some of the compounds tested, so the mix of outcomes need not match the whole.

How did Cc1c(C)n(C(=O)CSc2nc3ccccc3[nH]2)c2ccccc12 do in these assays?
mouse EphA4 binding: 24.9%

How did CCOc1cc(C(=O)NC(C)COC)cc(OCC)c1OCC (stereo not given) do in these assays?
mouse EphA4 binding: -22.1%

What do the screens show for `O=C(c1ccc(Cl)c(Cl)c1)N1CCN(c2ccc([N+](=O)[O-])c3cccnc23)CC1`?
mouse EphA4 binding: -16.6%

Results for CCCCCc1ccc(-c2ccc(=O)[nH]n2)cc1 ?
mouse EphA4 binding: 0.0%

How did Fc1cccc(Cl)c1Cn1nnc2c(N3CCC4(CC3)OCCO4)ncnc21 do in these assays?
mouse EphA4 binding: -14.3%

How did Cc1cccc(-c2noc(CCC(=O)NCc3ccccc3)n2)c1 do in these assays?
mouse EphA4 binding: -16.1%

How did Cc1nn(CC(=O)NCC2CCCO2)c(=O)c2ccccc12 (stereo not given) do in these assays?
mouse EphA4 binding: 0.1%

What do the screens show for `O=C(CSc1ncn(-c2ccccc2)n1)c1ccc(Br)cc1`?
mouse EphA4 binding: 1.0%

How did O=C(Nc1ccccc1)N(CCN1CCOCC1)Cc1cccc(Cl)c1 do in these assays?
mouse EphA4 binding: -13.0%

How did O=C(O)CCC(=O)Nc1cccc(-c2cn3ccccc3n2)c1 do in these assays?
mouse EphA4 binding: 6.5%

Results for COCCNC(=O)C(c1ccc(C)o1)N(Cc1ccc(OC)cc1)C(=O)Cn1nnc2ccccc21 (stereo not given) ?
mouse EphA4 binding: 1.3%

What do the screens show for `CCOC(=O)N1CCN(C(=O)Cc2ccc(-n3c(=O)[nH]c4ccccc4c3=O)cc2)CC1`?
mouse EphA4 binding: -8.4%

What do the screens show for `COc1ccc2nc(SCc3nc(N)nc(Nc4ccccc4)n3)[nH]c2c1`?
mouse EphA4 binding: 7.4%

Results for COC(=O)c1ccccc1NC(=S)NC(=O)c1cccc2ccccc12 ?
mouse EphA4 binding: -24.7%

What do the screens show for `COc1ccc(CC(=O)Nc2ccc(-c3noc(-c4cccc(OC)c4)n3)cc2)cc1`?
mouse EphA4 binding: 7.3%

What do the screens show for `CCOC(=O)c1[nH]c(C)c(/C(O)=C2\C(=O)C(=O)N(CCCN(C)C)C2c2cccnc2)c1C` (stereo not given)?
mouse EphA4 binding: -12.3%

Results for CN1C(=O)N(C)C2(c3ccccc3)Nn3c(s/c(=C/c4ccccc4)c3=O)=NC12c1ccccc1 (stereo not given) ?
mouse EphA4 binding: -11.5%

What do the screens show for `CC1CCN(C(=O)C(NS(=O)(=O)c2cccc3nsnc23)c2ccccc2)CC1` (stereo not given)?
mouse EphA4 binding: -4.8%

Results for Cc1ccc(-c2nc3ccccn3c2NC(=O)c2ccc(Cl)cc2)cc1 ?
mouse EphA4 binding: -9.9%

Results for CCOc1ccc(N(CC(=O)NCC2CCCO2)S(C)(=O)=O)cc1 (stereo not given) ?
mouse EphA4 binding: -19.7%

What do the screens show for `COc1ccc(C(=O)c2cc3ccc(O)cc3oc2=O)cc1`?
mouse EphA4 binding: -8.4%

What do the screens show for `COc1cc(NC(=O)COc2cccc(C)c2)c(C(=O)O)cc1OC`?
mouse EphA4 binding: -6.4%

Results for COCCn1c(=O)c2c(nc3n2CCN3c2ccc(C)cc2)n(C)c1=O ?
mouse EphA4 binding: -6.6%

Results for O=S1(=O)C=C(SCc2cccc(Cl)c2)Nc2ccccc21 ?
mouse EphA4 binding: 0.3%

Results for CC1CCN(c2ccccc2NC(=S)NC(=O)c2ccc(-c3cccc([N+](=O)[O-])c3)o2)CC1 ?
mouse EphA4 binding: -14.5%

What do the screens show for `CCn1c(COc2cccc3cccnc23)nnc1SCC(=O)O`?
mouse EphA4 binding: -9.0%

How did CCC(C)(C)C(=O)Nc1ccc(OC)cc1[N+](=O)[O-] do in these assays?
mouse EphA4 binding: -1.9%

Results for COc1ccc(-c2cc(C(=O)N3CCOCC3)no2)cc1OC ?
mouse EphA4 binding: -5.6%

Results for COc1cccc(NC(=O)CSc2nnc(-c3ccoc3C)n2-c2ccccc2)c1 ?
mouse EphA4 binding: -11.2%

Results for COC(=O)CN(c1ccc(OC)cc1)S(=O)(=O)c1c(C)noc1C ?
mouse EphA4 binding: -11.1%

Results for CCCC(=O)N(c1ccc2oc(=O)sc2c1)S(=O)(=O)c1cccs1 ?
mouse EphA4 binding: -11.7%

How did COc1ccc(C2=N/C(=C/c3ccc(F)cc3)C(=O)N2c2ccc(O)cc2)cc1 do in these assays?
mouse EphA4 binding: 4.3%

Results for COc1cc(NC(=O)c2nn3c(c2Cl)NC(c2ccc(OC)c(OC)c2)CC3C(F)(F)F)cc([N+](=O)[O-])c1 (stereo not given) ?
mouse EphA4 binding: -2.3%

How did CCCOc1ccc(C2C3=C(CC(C)(C)CC3=O)OC3=C2C(=O)CC(C)(C)C3)cc1OCC do in these assays?
mouse EphA4 binding: 2.6%

How did CSc1oc(-c2ccco2)nc1S(=O)(=O)c1ccccc1 do in these assays?
mouse EphA4 binding: 5.8%

How did CC1(C)CC(=O)N(CC(=O)O)c2ccccc2S1(=O)=O do in these assays?
mouse EphA4 binding: -9.8%

Results for COc1ccc(-c2ccc(/C=C3/C(=O)NN(c4ccc(C)c(Cl)c4)C3=O)o2)c([N+](=O)[O-])c1 ?
mouse EphA4 binding: -5.8%

What do the screens show for `CCn1c2ccccc2c2nnc(SCCCn3c(=O)[nH]c4ccccc43)nc21`?
mouse EphA4 binding: 8.1%

Results for COc1ccc(NC2CC(=O)N(c3ccccc3)C2=O)cc1 (stereo not given) ?
mouse EphA4 binding: -3.1%

How did Nc1cc(Cl)ccc1C(=O)OCC(=O)NC1CCS(=O)(=O)C1 (stereo not given) do in these assays?
mouse EphA4 binding: -5.3%

How did Cc1ccc(/C(O)=C2\C(=O)C(=O)N(c3nncs3)C2c2cccc([N+](=O)[O-])c2)cc1 (stereo not given) do in these assays?
mouse EphA4 binding: -8.9%

How did O=C(O)c1cccc(Cn2cccn2)c1 do in these assays?
mouse EphA4 binding: -3.2%

What do the screens show for `CCOc1ccc(C2c3cc(OC)c(OC)cc3CC(=O)N2c2ccccc2)cc1` (stereo not given)?
mouse EphA4 binding: -5.8%

What do the screens show for `Cc1nn(-c2ccccc2)c(C)c1C(=O)OCC(=O)NC(=O)NC1CCCCC1`?
mouse EphA4 binding: -5.2%

How did CS(=O)(=O)N(CC(=O)NCc1ccncc1)c1cc(Cl)cc(Cl)c1 do in these assays?
mouse EphA4 binding: -5.1%

What do the screens show for `CCOC(=O)c1c(C)oc2ccc(OC(=O)c3ccc(OC)c(OC)c3)cc12`?
mouse EphA4 binding: 8.5%

Results for COc1cccc(CNc2ccc3c(c2)ncn3-c2ccccc2)c1OC ?
mouse EphA4 binding: -1.0%

How did CCCc1ccc(-c2cc(NC(=O)CSc3n[nH]c(N)n3)n(-c3ccccc3)n2)cc1 do in these assays?
mouse EphA4 binding: 7.5%

Results for CSc1ccc(CN2CCN(S(C)(=O)=O)CC2)cc1 ?
mouse EphA4 binding: -1.0%

How did CC1(C)Oc2ccc3ccc(=O)oc3c2/C(=C/Nc2ccccn2)C1=O do in these assays?
mouse EphA4 binding: -9.6%

How did O=C(O/N=C\c1ccc(N2CCOCC2)c([N+](=O)[O-])c1)c1ccc(F)cc1 do in these assays?
mouse EphA4 binding: -10.8%

How did CCn1c(=O)cc(OCC(=O)NCc2ccco2)c2ccccc21 do in these assays?
mouse EphA4 binding: -11.3%

How did COc1ccc(NC(=O)CSc2nc3c(c(-c4cccs4)c2C#N)CN(C)CC3)cc1OC do in these assays?
mouse EphA4 binding: -7.9%

How did O=S(=O)(c1ccc2c(c1)Cc1cc(S(=O)(=O)n3cnc4ccccc43)ccc1-2)n1cnc2ccccc21 do in these assays?
mouse EphA4 binding: -9.4%

Results for CCOc1ccc(-n2c(=O)cc(N3CCN(c4ccc(F)cc4)CC3)[nH]c2=O)cc1 ?
mouse EphA4 binding: -14.1%

What do the screens show for `CN(c1ccc(Cl)cc1)c1cc(=O)n(C)c2ccccc12`?
mouse EphA4 binding: -13.7%

What do the screens show for `O=C(CSc1nc(O)cc(=O)[nH]1)C1CC1`?
mouse EphA4 binding: -21.7%

What do the screens show for `CC(C)(C)NC(=O)CN(c1ccc(Cl)cc1)S(C)(=O)=O`?
mouse EphA4 binding: -17.4%

Results for O=C1/C(=C/c2cccs2)CCc2ccccc21 ?
mouse EphA4 binding: -10.4%

Results for Cc1ccc(CSc2nnc(-c3ccncc3)n2CC2CCCO2)cc1 (stereo not given) ?
mouse EphA4 binding: -11.9%

Arranged by length of the SMILES (rising): 6 of the compounds above
Results for O=C1/C(=C/c2cccs2)CCc2ccccc21 ?
mouse EphA4 binding: -10.4%

Results for Cc1ccc(CSc2nnc(-c3ccncc3)n2CC2CCCO2)cc1 (stereo not given) ?
mouse EphA4 binding: -11.9%

How did Nc1cc(Cl)ccc1C(=O)OCC(=O)NC1CCS(=O)(=O)C1 (stereo not given) do in these assays?
mouse EphA4 binding: -5.3%

How did CC1(C)Oc2ccc3ccc(=O)oc3c2/C(=C/Nc2ccccn2)C1=O do in these assays?
mouse EphA4 binding: -9.6%

Results for COc1cccc(NC(=O)CSc2nnc(-c3ccoc3C)n2-c2ccccc2)c1 ?
mouse EphA4 binding: -11.2%

Results for CC1CCN(c2ccccc2NC(=S)NC(=O)c2ccc(-c3cccc([N+](=O)[O-])c3)o2)CC1 ?
mouse EphA4 binding: -14.5%

The list goes on.
How did Cc1ccc(NC(=O)C(=O)NCCN2CCN(C(=O)c3ccco3)CC2)cc1 do in these assays?
mouse EphA4 binding: 2.8%

Results for CC(C)CN(CC(C)C)S(=O)(=O)N1CCC(C(=O)NCc2ccc(F)cc2)CC1 ?
mouse EphA4 binding: -3.4%

What do the screens show for `Cc1ccccc1NS(=O)(=O)c1ccc(C)c(C(N)=O)c1`?
mouse EphA4 binding: -12.1%

Results for CCCN(CCC)C1CC(=O)N(Cc2ccccc2)C1=O (stereo not given) ?
mouse EphA4 binding: -4.6%

How did COC(=O)c1cc(NC(=O)C2C3C=CC(C3)C2C(=O)O)cc(C(=O)OC)c1 (stereo not given) do in these assays?
mouse EphA4 binding: -8.5%

How did Cn1c(=O)c2c(ncn2CC(=O)NCc2cccnc2)n(C)c1=O do in these assays?
mouse EphA4 binding: -9.9%

How did CCCCCCOC(=O)NCC(O)c1ccccc1 (stereo not given) do in these assays?
mouse EphA4 binding: -11.9%

How did Cc1[nH]c2ccccc2c1C(O)CN1CCN(c2cccc(C(F)(F)F)c2)CC1 (stereo not given) do in these assays?
mouse EphA4 binding: 3.8%

What do the screens show for `O=C(NCC1CCCO1)c1ccc2c(=O)n(Cc3ccco3)c(SCC(=O)N3CCCC3)nc2c1` (stereo not given)?
mouse EphA4 binding: -8.6%

Results for CN(CC(=O)NCc1cccs1)S(=O)(=O)c1cccc2cccnc12 ?
mouse EphA4 binding: -1.3%

How did CC1(C)CC(=O)C(C=NCCN2CCN(C(=O)CC3CCCC3)CC2)=C(O)C1 do in these assays?
mouse EphA4 binding: -4.1%

How did CC(=O)Nc1ccc2c(c1)C(=O)N(c1ccc(C)cc1)C2=O do in these assays?
mouse EphA4 binding: -5.7%

What do the screens show for `CC(NC(=O)Nc1cccc([N+](=O)[O-])c1)(C(F)(F)F)C(F)(F)F`?
mouse EphA4 binding: -9.7%

Results for CCOC(=O)C1=C(C)OC(N)=C(C#N)C1C1CCCCC1 (stereo not given) ?
mouse EphA4 binding: -7.1%

How did COc1ccc(CNCCc2ccccc2)cc1OCC(N)=O do in these assays?
mouse EphA4 binding: -1.5%

The last two records of the part above open the next one.
Results for CCOC(=O)C1=C(C)OC(N)=C(C#N)C1C1CCCCC1 (stereo not given) ?
mouse EphA4 binding: -7.1%

How did COc1ccc(CNCCc2ccccc2)cc1OCC(N)=O do in these assays?
mouse EphA4 binding: -1.5%

How did N#Cc1ccccc1NC(=O)Nc1cccc(Cl)c1 do in these assays?
mouse EphA4 binding: -5.2%

What do the screens show for `COc1ccc(/C=C/C(=O)NNc2c(F)c(F)cc(F)c2F)cc1OC`?
mouse EphA4 binding: -7.5%

Results for COc1cc(OC)cc(C(=O)O/N=C2/C(=O)N(C)c3ccccc32)c1 ?
mouse EphA4 binding: 10.8%

What do the screens show for `S=c1[nH]ncn1/N=C/c1ccccc1`?
mouse EphA4 binding: -10.1%

What do the screens show for `Cc1cccc(/C(N)=N/OC(=O)CCc2ccccc2)c1`?
mouse EphA4 binding: 0.3%&4.7%

Results for COc1ccccc1/C=c1\sc2nc(-c3ccccc3OC)nn2c1=O ?
mouse EphA4 binding: -7.7%

What do the screens show for `Cc1cccc(OCCCC(=O)Nc2ccc(N3CCCCC3)cc2)c1`?
mouse EphA4 binding: -5.2%

Results for Cc1cc2ncn(C(=O)c3ccc([N+](=O)[O-])c(C)c3)c2cc1C ?
mouse EphA4 binding: -3.0%

How did CCOc1ccc(C(=O)c2cc([N+](=O)[O-])ccc2Cl)cc1 do in these assays?
mouse EphA4 binding: -4.5%

What do the screens show for `CC(=O)c1ccc(N2C(=O)c3ccc(-c4nc5ccccc5c(=O)o4)cc3C2=O)cc1`?
mouse EphA4 binding: -26.4%

How did CC1=C(C)NC(=S)SC1 do in these assays?
mouse EphA4 binding: -17.3%

What do the screens show for `CC(=O)c1cccc(OCC(=O)c2cc(C)n(-c3cc(C)on3)c2C)c1`?
mouse EphA4 binding: -1.8%

Results for O=C1c2ccccc2NC(c2ccccc2)N1Cc1ccco1 (stereo not given) ?
mouse EphA4 binding: -6.6%
